CHO parental Ca – ATP-evoked calcium signal inhibitors, parental CHO, primary screen, counter-screen for OX1R antagonist project, cell-based, fluorescence, Fluo-8 calcium dye; parental CHO-K1, ATP-induced calcium, Fluo-8 fluorescence; AID 463079, 2010; 0.63% of 330,000 active; inhibition, % at 5.6 µM;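 active = inhibition above that plate's mean sample inhibition plus 3 SD, cut at about 26% in these data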;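 also: 0% = ATP-challenged DMSO wells and 100% = DMSO wells without ATP; some compounds past the cut are filed as inactive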
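Assay system: parental CHO cells; Read-out basis: percent inhibition of ATP-evoked calcium rise, normalized to controls; Benchmarks: ATP and no-ATP DMSO wells; Compound dosing: single nominal dose of 5.6 µM per compound; Signal: Fluo-8 calcium dye fluorescence; Also added: ATP as calcium-mobilizing challenge; Repeats: singlicate.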
CHO-K1 Ca antag – nonselective inhibitor or artifact in parental CHO-K1 cells; ATP-induced calcium, Fluo-8 fluorescence; 0.6% of 360,000 active; AID 602250; inhibition, % at 3 µM;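 active = inhibition above a per-plate cutoff, the plate's mean sample inhibition plus 3 SD, cut at about 24% in these data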;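 also: 0% = DMSO plus EC80 ATP and 100% = DMSO alone without ATP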
TAAR1 antag – human TAAR1 antagonists, primary screen, Fluo-8 calcium fluorescence, CHO RD-HGA16 cells; 1.5% of 360,000 active; Trace amine-associated receptor 1 (Homo sapiens), Q96RJ0; AID 624466, 2012; antagonist; inhibition, % at 3 µM;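 active = inhibition above a per-plate cutoff, the mean inhibition of test compounds on that plate plus 3 SD, cut at about 49% in these data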;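 also: 0% = DMSO plus EC80 beta-PEA response and 100% = DMSO alone without agonist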
Target sequence (Q96RJ0 whole entry, looked up): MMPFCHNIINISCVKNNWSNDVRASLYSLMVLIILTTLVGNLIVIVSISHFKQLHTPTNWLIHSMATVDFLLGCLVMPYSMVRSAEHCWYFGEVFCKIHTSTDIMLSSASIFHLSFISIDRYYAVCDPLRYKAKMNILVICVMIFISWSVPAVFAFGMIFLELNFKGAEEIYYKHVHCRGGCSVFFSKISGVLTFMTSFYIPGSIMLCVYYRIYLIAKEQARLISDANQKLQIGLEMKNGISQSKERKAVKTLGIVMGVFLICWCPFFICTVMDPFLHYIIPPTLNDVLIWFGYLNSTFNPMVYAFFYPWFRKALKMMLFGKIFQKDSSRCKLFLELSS
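Test system: CHO RD-HGA16 cells bearing hTAAR1 | Reagent: β-PEA, EC80 | Compound dosing: 3 µM, single point | Schedule: Dye loading 75 min at 37 °C, then 30 min room temperature | Signal: Calcium fluorescence with Fluo-8 | Evaluation: Percent inhibition of PEA-evoked calcium signal, max/basal emission ratio | Control set: DMSO-only wells and EC80 β-PEA-stimulated wells | Repeats: Singlicate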
CHRM1 agonist – human M1 muscarinic receptor agonists, primary screen, Fluo-8 calcium fluorescence, CHO-K1 cells, HTS; Muscarinic acetylcholine receptor M1 (Homo sapiens), P11229; CHO-K1 hM1, agonist mode; 0% DMSO, 100% acetylcholine EC100; activation, % at 3 µM; 0.33% of 360,000 active; AID 588814, 2011;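 active = activation above the run's mean compound activation plus 3 SD, cut at about 16% in these data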;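 also: peak over basal fluorescence ratio within a 140 s kinetic read after compound addition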
V1R ag counter – agonists of human V1a receptor, primary screen, counter-screen for OXTR agonist project, fluorescence, CHO-V1R cells; Fluo-8 calcium fluorescence, agonist mode; 0% DMSO, 100% 3 nM vasopressin; activation, % at 3 µM; 0.25% of 320,000 active; Vasopressin V1a receptor (Homo sapiens), P37288; AID 2797, 2010;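 active = activation above the mean activation of all tested compounds plus 3 SD, per screening run, cut at about 20% in these data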;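 also: signal is peak over basal fluorescence ratio across a 100 second FLIPR read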
Target sequence (P37288 whole entry, looked up): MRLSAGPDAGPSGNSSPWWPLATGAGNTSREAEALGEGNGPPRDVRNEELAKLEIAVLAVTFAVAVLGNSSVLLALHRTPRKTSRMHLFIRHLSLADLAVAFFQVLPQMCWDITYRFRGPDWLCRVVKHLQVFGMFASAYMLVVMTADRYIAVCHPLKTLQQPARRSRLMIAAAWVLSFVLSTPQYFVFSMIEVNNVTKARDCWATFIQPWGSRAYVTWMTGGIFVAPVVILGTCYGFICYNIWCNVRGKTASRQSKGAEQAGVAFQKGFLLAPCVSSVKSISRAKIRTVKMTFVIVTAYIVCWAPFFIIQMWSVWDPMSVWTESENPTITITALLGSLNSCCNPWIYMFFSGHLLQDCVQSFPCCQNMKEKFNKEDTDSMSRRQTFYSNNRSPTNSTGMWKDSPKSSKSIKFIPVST
M1 ag parental – counter-screen for M1 agonists: effect in parental CHO-K1 cells. Fluo-8 calcium fluorescence; scaled to maximal ATP response, vehicle zero. activation, % at 3 µM. 0.48% of 360,000 active; in the data active = activation above about 15%;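 also: untransfected CHO-K1 host cells lacking M1 receptor as counterscreen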
TAAR1 agonist – human TAAR1 agonists, primary screen, Fluo-8 calcium fluorescence, CHO RD-HGA16 cells. Trace amine-associated receptor 1 (Homo sapiens), Q96RJ0. vehicle wells 0%, saturating PEA agonist 100%. activation, % at 3 µM. 0.99% of 360,000 active;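 active = activation above the mean activation of all test compounds in the run plus 3 SD, cut at about 38% in these data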
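System: CHO-derived RD-HGA16 cells with stable Gα16 and human TAAR1 / Times: 17-24 h plating, Fluo-8 75 min 37 °C, 30 min RT / Technique: calcium-sensitive Fluo-8 signal, excitation 470-495, emission 515-575 nm / Measure: % activation relative to PEA EC100 response / Benchmarks: DMSO and PEA EC100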
CHO-K1 Ca PAM – nonselective calcium activators in parental CHO-K1 cells, primary screen, counter-screen for M1 PAM project, cell-based, Fluo-8 calcium fluorescence, full deck, 1536-well | ATP EC20; 0% at ATP EC20, 100% at ATP max | activation, % at 3 µM | 0.02% of 360,000 active | AID 602247, 2012;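 active = activation above the run cutoff, the mean activation of all test compounds plus 3 SD, cut at about 40% in these data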;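 also: peak over basal fluorescence ratio in a 140 s read after ATP addition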
OXTR potentiator – human OXTR potentiators, primary screen, fluorescence, CHO-OTR cells, Fluo-8 calcium; Fluo-8 calcium fluorescence, potentiator mode; 0% = oxytocin EC15, 100% = EC100; Oxytocin receptor (Homo sapiens), P30559; AID 2445, 2010; 0.061% of 320,000 active; activation, % at 3 µM;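 active = activation above that plate's cutoff, the mean activation of tested compounds plus 3 SD, cut at about 6.6% in these data, passing the limit was not always enough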;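 also: 100% uses oxytocin at 75 nM as the full agonist control; some results filed as inactive read as strong as hits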
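test system = CHO-OTR cells, human receptor | compound = single-point 3.0 µM | schedule = 6 min compound pre-incubation at room temperature, 100 s kinetic read | signal = Fluo-8 no-wash calcium dye fluorescence, excitation 470-495 nm, emission 515-575 nm | repeats = single well per compound, singlicate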
* hit, by the source's call; · = no result given.

SMILES | CHO parental Ca | CHO-K1 Ca antag | TAAR1 antag | CHRM1 agonist | V1R ag counter | M1 ag parental | TAAR1 agonist | CHO-K1 Ca PAM | OXTR potentiator
COc1cccc(NC(=O)CCC2CCN(C(=O)Cc3cccc(F)c3)CC2)c1 | -1 | -4 | -7 | -2 | 1.7 | 2.6 | 0 | 12 | -13
COc1ccc(/C=C2\Oc3cc(OCC(=O)N4CCC[C@H]4C(=O)O)ccc3C2=O)c(OC)c1 | -17 | 1 | · | -2 | 0.0 | 0.2 | · | 11 | -1
COC(=O)c1ccc(OC)c(Cn2c(=O)n(C)c(=O)c3ccccc32)c1 | -5 | -1 | -19 | -1 | 0.8 | 0.0 | 2 | 12 | -6
CCCCC(=O)Nc1ccccc1C#N | -3 | -1 | 8 | -2 | 0.9 | -0.5 | 15 | -4 | 2
O=C(Cc1ncc(C(F)(F)F)cc1Cl)Nc1ccc(F)cc1 | -12 | -12 | 14 | -3 | 1.4 | 1.4 | 2 | 6 | -10
CC1Cc2nc(SCC(=O)Nc3ccc(F)cc3F)n(C)c(=O)c2S1 (configuration not stated) | -15 | -11 | -5 | -8 | 0.2 | 1.3 | -2 | 8 | -1
CC1CN(S(=O)(=O)c2cccc(C(=O)Nc3cc(Cl)ccc3N3CCOCC3)c2)CC(C)O1 (configuration not stated) | -19 | 10 | -14 | -7 | -0.8 | 0.1 | -2 | -4 | -9
Cc1ccccc1NC(=S)/C(=C(\[O-])c1cc(C)n(Cc2ccccc2Cl)c1C)[n+]1ccccc1 | -28 | -8 | -24 | -7 | -0.9 | -0.1 | 0 | 20 | -4
COc1ccc(S(=O)(=O)n2[nH]c(=O)c(CCO)c2C)c([N+](=O)[O-])c1 | -1 | 7 | 24 | -3 | -0.5 | 0.3 | 2 | 1 | -7
CC1=C(C(=O)N2CCOCC2)CC(CC(=O)NC(c2ccccc2)c2ccccc2)C(=O)N1Cc1ccc(F)cc1 (configuration not stated) | · | -5 | -8 | -4 | · | 0.1 | 3 | 3 | ·
O=S(=O)(c1cccc2cccnc12)N1CCN(c2ccccc2)CC1 | -4 | -9 | -5 | -5 | 2.8 | 1.4 | 6 | 9 | -10
O=S1(=O)N=C(N/N=C/c2ccccn2)c2ccccc21 | -3 | 7 | -19 | -6 | 1.2 | -0.2 | 2 | -10 | -8
CNc1cncc(-c2ccc(OC)cc2)n1 | · | 7 | 2 | -3 | · | 0.0 | -2 | 8 | ·
Cc1ccc(-c2nc(C)c(C(=O)O)s2)cc1 | 0 | -7 | -10 | -7 | 0.8 | 0.5 | 14 | 12 | -10
CCCS(=O)(=O)NC(=O)C1(C)CCN(C(=O)c2ccccc2OC(F)(F)F)C1 (configuration not stated) | · | 5 | -10 | 0 | · | 0.2 | 2 | -5 | ·
COc1cc(C(=O)N2CCN(C/C=C/c3ccccc3)CC2)cc(OC)c1OC | -3 | -3 | 4 | -3 | 0.4 | 0.4 | -1 | 20 | -3
CCC(CC)NC(=O)COC(=O)c1ccc(OCc2ccc(C(C)=O)cc2OC)c(OC)c1 | -17 | -4 | 10 | -5 | 2.1 | 2.0 | 3 | 17 | -10
O=C(O)/C(=C\c1ccc(Cl)cc1)c1ccc(S(=O)(=O)N2CCCC2)s1 | -7 | 2 | -12 | 10 | -0.2 | -0.1 | 0 | 6 | -3
C/C(Nc1cccc(F)c1)=C(/C#N)C(N)=O | -7 | 1 | -12 | -5 | 1.1 | -0.2 | 12 | -1 | 4
Cc1ccccc1N(CC(=O)NC(C)(C)C)C(=O)CCC(=O)Nc1nccs1 | -18 | -5 | -17 | 0 | 0.2 | 1.0 | 1 | 7 | -3
O=C1OC(C(Cl)(Cl)Cl)Nc2ccccc21 (configuration not stated) | · | 1 | -4 | -3 | · | 0.2 | 0 | 0 | ·
Cc1ccc(-c2noc(C3CCCN(C(=O)c4cccc(F)c4)C3)n2)cc1 (configuration not stated) | -10 | -11 | 13 | -2 | 4.5 | 3.5 | -2 | 5 | -11
Cc1ccc(N2CCN(C(=O)c3cc(-c4ccc(F)cc4)[nH]c3C)CC2C)cc1 (configuration not stated) | · | -18 | -3 | -6 | · | 0.5 | 7 | 5 | ·
CC(C)(C)Cc1c(-c2ccc(Br)cc2)nc2ccc(Br)cn12 | · | 14 | -33 | -4 | · | -0.4 | 3 | -14 | ·
CC(C)(C)OC(=O)N[C@@H](C(=O)OC(C)(C)C)c1ccc2c(c1)OCO2 | -25 | 3 | -4 | -9 | -1.7 | -0.9 | 2 | -8 | -2
Later entries.
SMILES | CHO parental Ca | CHO-K1 Ca antag | TAAR1 antag | CHRM1 agonist | V1R ag counter | M1 ag parental | TAAR1 agonist | CHO-K1 Ca PAM | OXTR potentiator
COc1cc(-c2nc(-c3ccc(NC(=O)c4ccc(Br)o4)cc3)no2)cc(OC)c1OC | -13 | 0 | 8 | -2 | 0.3 | 0.9 | 9 | 8 | -6
CCCN(CCC)C(=O)Cn1c(=O)n(CCCCC(=O)NC2CCCC2)c(=O)c2ccccc21 | -23 | -13 | -12 | -3 | 0.0 | 0.2 | 0 | 21 | -8
Cn1[nH]c(-c2ccccc2)c(/C=N/O)c1=O | -15 | -5 | 5 | -10 | 0.3 | 0.5 | 1 | 16 | -8
N#Cc1cccc(NC(=O)CNc2cccc(S(=O)(=O)N3CCCCC3)c2)c1 | -16 | 6 | 35 | 3 | 4.5 | 13 | 18 | -6 | -14
CC(C)OC(=O)CSc1nc2c(c(C3CC=CCC3)c1C#N)CCC2 (configuration not stated) | 6 | -1 | 21 | -2 | -0.9 | -0.2 | 3 | 7 | -8
COc1ccc(NC(=O)CN(C)CC(=O)Nc2ccc(Cl)cc2[N+](=O)[O-])cc1 | 1 | -12 | -1 | -3 | 9.7 | 9.5 | 17 | 11 | -6
CCN1CCN(CCCNC(=O)c2cc3c(s2)-c2ccccc2OC3)CC1 | -19 | -13 | -17 | -6 | -0.8 | 0.9 | 0 | 7 | -6
Cc1cc(C)c(NC(=O)C2CC(=O)N(C3CCCC3)C2)c(C)c1 (configuration not stated) | -9 | -8 | 7 | -5 | 0.3 | -0.1 | 3 | -18 | 0
CN1CCN(/C=N/C2=C(C#N)C(c3ccccc3)C3=C(CC(C)(C)CC3=O)O2)CC1 (configuration not stated) | -4 | -7 | 0 | -4 | 0.5 | -0.2 | 7 | 24 | -2
Cc1cccc(C)c1NC(=O)CN(C)CC(=O)Nc1cc(Cl)ccc1C#N | -18 | -1 | 4 | 2 | 2.2 | 2.2 | 12 | -4 | -8
CC(C)C(=O)Nc1nnc(CCc2nnc(NC(=O)C(C)C)s2)s1 | -5 | 10 | -4 | 4 | 4.9 | 0.2 | 3 | -2 | -4
Cc1cc(NC(=O)c2ccc(N3C(=O)CCC3=O)cc2)no1 | 6 | -8 | 9 | -3 | 0.7 | 0.3 | 5 | 17 | -4
CC(C)NS(=O)(=O)c1ccc(OCC(=O)Nc2ccc3c(c2)OCO3)cc1 | -8 | 7 | 3 | -6 | 2.6 | 1.4 | 8 | 14 | -18
COc1ccc(CN2C(=O)CC(C(=O)NCCc3ccc(S(N)(=O)=O)cc3)SC2=Nc2ccccc2)cc1 (configuration not stated) | 5 | -2 | 12 | -8 | 0.5 | 0.8 | 11 | 11 | -13
CCCCOCCCNc1ncnc2c1[nH]c1ccccc12 | 43* | 30* | 31 | 4 | 13 | 11 | 10 | -8 | -8
COc1cc(CNCCO)ccc1OCC(=O)Nc1ccc(Br)cc1 | 8 | -15 | -7 | -6 | 0.3 | 1.8 | 5 | 7 | -5
O=C(COC(=O)C1CC2CCCC(C1)C2=O)NC(=O)c1ccccc1 (configuration not stated) | 1 | 1 | -1 | -2 | 1.6 | 0.2 | 6 | -19 | 0
CCCCn1c(N)c(N(CC)C(=O)c2cccs2)c(=O)[nH]c1=O | -5 | 5 | -17 | 8 | 0.3 | 0.1 | 4 | -13 | -3
O=C(NCc1ccccc1)c1ccc(N2CCC3(CC2)CC(c2ccc(Cl)cc2)=NO3)c([N+](=O)[O-])c1 | 3 | -13 | 7 | -2 | 5.9 | 1.7 | 1 | 16 | -5
O=C(O)c1cccnc1-c1ncccc1C(=O)O | -1 | -7 | -2 | -1 | 0.8 | 0.2 | 3 | 15 | 0
O=C(COc1ccc(=O)n(-c2ccccc2)n1)Nc1ccccc1 | -3 | 7 | 13 | -1 | -0.3 | 2.8 | 1 | 11 | -1
Cc1ccc(CN(C(=O)c2ccco2)C(C(=O)NC2CCCC2)c2cccnc2)cc1 (configuration not stated) | -14 | -6 | -6 | -1 | 0.5 | 0.7 | 0 | 11 | -1
CCn1c2ccccc2c2nnc(SCC(=O)c3ccccc3)nc21 | -21 | -9 | 13 | -5 | -0.2 | 0.6 | 7 | 18 | 2
O=[N+]([O-])c1nn(-c2ccc3c(c2)OCCO3)n(O)c1=NCc1ccccc1Cl | -2 | -25 | 4 | -9 | 0.8 | 0.0 | 0 | 19 | -7
COc1ccccc1NC(=O)Cn1cnc2sc(C(=O)Nc3cc(OC)c(OC)c(OC)c3)c(C)c2c1=O | -22 | -9 | -14 | -4 | 0.0 | 1.6 | 0 | 4 | -7
C=CCn1c(N)cc(=O)nc1SCC(=O)N1CCN(c2ccc(F)cc2)CC1 | -20 | 5 | -8 | -7 | 1.2 | -0.1 | 4 | 3 | -2
Nc1nnc(-c2cccc(F)c2)s1 | -26 | -15 | -29 | -3 | 2.0 | 1.6 | 3 | 19 | 0
COc1ccc(-c2nc(CS(=O)CC(=O)NCc3ccc(Cl)cc3)c(C)o2)cc1 (configuration not stated) | -23 | -6 | -7 | -3 | 4.5 | 1.8 | 1 | 12 | -4

Some of the entries above, reformatted:
Values run as follows: CHO parental Ca, CHO-K1 Ca antag, TAAR1 antag, CHRM1 agonist, V1R ag counter, M1 ag parental, TAAR1 agonist, CHO-K1 Ca PAM, OXTR potentiator
> CCCN(CCC)C(=O)Cn1c(=O)n(CCCCC(=O)NC2CCCC2)c(=O)c2ccccc21
→ -23, -13, -12, -3, 0.0, 0.2, 0, 21, -8
> Cn1[nH]c(-c2ccccc2)c(/C=N/O)c1=O
→ -15, -5, 5, -10, 0.3, 0.5, 1, 16, -8
